# Screening data from PubChem.
# LYP inhibition: inhibitors of LYP phosphatase, biochemical, fluorescence intensity, uHTS (AID 1779). recombinant LYP phosphatase, fluorescence intensity; higher % means a stronger effect. one-dose inhibition, % at 11.5 µM; IC50 in µM for titrated hits. Tyrosine-protein phosphatase non-receptor type 22 (Homo sapiens). 290,000 tested, 0.054% active; in the data active = inhibition above about 50%;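 note: plate controls were vehicle with enzyme for no effect and no enzyme for full effect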
# Dengue-2 NS5 capping: Dengue-2 NS5 methyltransferase inhibitors, primary screen, biochemical, confirmation dose response (AID 588689) | Genome polyprotein (Dengue virus type 2 (strain 16681-PDK53)) | Dengue-2 NS5 methyltransferase capping enzyme assay, biochemical; higher % means a stronger effect | inhibition, % at 25 µM, or IC50 in µM where a hit was titrated | 340,000 tested, 0.3% active; in the data active = a potency from the dose series
# ER stress rescue: rescue of cells from ER stress-induced death, primary screen, 384-well, CSM14.1, thapsigargin, ATP luminescence (AID 1222). CSM14.1 thapsigargin-induced death rescue, ATP luminescence; higher % means a stronger effect. one-dose cellular ATP content (survival), % at 20 µM; EC50 in µM for titrated hits. 190,000 tested, under 10 active;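 active = EC50 below 50 µM in the dose-response confirmation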;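 note: death triggered by thapsigargin at about 15 µM added after 2 h compound pretreatment; cell ATP read after overnight thapsigargin exposure of roughly 18 to 22 hours; normalized against plate controls of thapsigargin alone and 5% DMSO vehicle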
# Large T inhibition: SV40 large T antigen inhibitors, biochemical (AID 1903); SV40 large T antigen ATPase/helicase inhibition assay; higher % means a stronger effect; inhibition, % at 20 µM, or IC50 in µM where a hit was titrated; 310,000 tested, 0.39% active; in the data active = a potency from the dose series; note: strong numbers were not always called active
# Salmonella PhoP GFP: inhibitors of PhoP regulon expression, primary screen, Salmonella Typhimurium, GFP reporter (AID 1863) | 300,000 tested, 0.16% active | S. Typhimurium PhoP-regulated promoter GFP reporter, 4 h; higher % means a stronger effect | inhibition, % at 50 µM, or IC50 in µM where a hit was titrated;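 active = inhibition over 29.93%, a cutoff 3 SD above the screen mean, later confirmed by dose response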;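 note: 0% = low Mg2+ inducing control and 100% = high Mg2+ repressing control; strong numbers were not always called active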
# West Nile virus CPE: West Nile virus antiviral activity, cell-based, CPE readout (AID 1621) | 290,000 tested, 0.02% active | one-dose CPE inhibition, % at 10 µM; IC50 in µM for titrated hits | West Nile virus-infected cells, CPE inhibition; higher % means a stronger effect; in the data active = a potency from the dose series; note: strong numbers were not always called active
# RSV CPE inhibition: RSV antiviral activity via CPE protection, HEp-2 cells, primary 10 µM value included (AID 2391); 310,000 tested, 0.13% active; HEp-2 cells, RSV-induced CPE inhibition; higher % means a stronger effect; CPE inhibition, % at 10 µM, or IC50 in µM where a hit was titrated; in the data active = a potency from the dose series; note: strong numbers were not always called active
# MgcRacGAP inhibition: MgcRacGAP GTPase-activating activity inhibitors, confirmation, biochemical, ADP Hunter fluorescence. Rac GTPase-activating protein 1 (Homo sapiens). MgcRacGAP-stimulated Rac1 GTP hydrolysis, ADP Hunter fluorescence; higher % means a stronger effect; GST-tagged Rac1 F28L mutant substrate. one-dose inhibition, % at 30 µM; IC50 in µM for titrated hits. 340,000 tested, 0.6% active. AID 624330, 2012;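 active = first-screen hits whose inhibition reached a set limit at any dose in the follow-up dose series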;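 note: fluorescence reports GDP produced by GAP-driven GTP hydrolysis; strong numbers were not always called active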
# GPR35 antagonists: GPR35 antagonists blocking zaprinast-driven arrestin recruitment, primary screen, imaging, U2OS, beta-arrestin-GFP, zaprinast agonist (AID 2058); inhibition, % at 10 µM; hits with a dose series show IC50 in µM; U2OS GPR35 beta-arrestin-GFP translocation imaging, zaprinast antagonism; higher % means a stronger effect; G-protein coupled receptor 35 (Homo sapiens); 290,000 tested, 0.052% active;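 active = inhibition of at least 50% with at least 30 cells and total cytoplasm GFP at most 10,000,000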
# Dengue-2 NS5 capping pilot replicate: further read-out of Dengue-2 NS5 capping, marked with its call; inhibition, %; measured here: pilot screen replicate inhibition
# Starred values were filed as active, the others as inactive; / = no result given.
# Start of the listing, in advance, six compounds:
SMILES,LYP inhibition,Dengue-2 NS5 capping,ER stress rescue,Large T inhibition,Salmonella PhoP GFP,West Nile virus CPE,RSV CPE inhibition,MgcRacGAP inhibition,GPR35 antagonists,others
COc1cc2nc(Nc3cccc(F)c3)nc(N)c2cc1OC,-9%,-5%,/,10%,-13%,-1.1%,4.0%,13%,2%,
COc1ccc(C(=O)COC(=O)c2cc([N+](=O)[O-])ccc2N2CCOCC2)c(OC)c1,/,-6%,/,10%,-1%,/,0.7%,1%,/,
Cc1ccccc1OCC(=O)NNC(=O)CCN1C(=O)c2ccccc2C1=O,-10%,-1%,-0.5%,6%,4%,-0.1%,0.1%,5%,-16%,
O=C(COc1ccccc1Br)NCc1ccco1,-6%,1%,0.1%,5%,1%,-0.7%,1.6%,2%,9%,Dengue-2 NS5 capping pilot replicate=-6.4
Cc1cc(C(=O)Nc2c(C)cccc2C)n(-c2ccccc2)n1,-4%,-5%,1.7%,-1%,-1%,-0.1%,2.6%,10%,-12%,
CC(=O)c1ccc(NS(=O)(=O)c2cccc(C)c2)cc1,-4%,-3%,-0.9%,-4%,9%,0.5%,-1.4%,-5%,-8%,

# Results (from the top)
SMILES,LYP inhibition,Dengue-2 NS5 capping,ER stress rescue,Large T inhibition,Salmonella PhoP GFP,West Nile virus CPE,RSV CPE inhibition,MgcRacGAP inhibition,GPR35 antagonists,others
COc1cc2nc(Nc3cccc(F)c3)nc(N)c2cc1OC,-9%,-5%,/,10%,-13%,-1.1%,4.0%,13%,2%,
COc1ccc(C(=O)COC(=O)c2cc([N+](=O)[O-])ccc2N2CCOCC2)c(OC)c1,/,-6%,/,10%,-1%,/,0.7%,1%,/,
Cc1ccccc1OCC(=O)NNC(=O)CCN1C(=O)c2ccccc2C1=O,-10%,-1%,-0.5%,6%,4%,-0.1%,0.1%,5%,-16%,
O=C(COc1ccccc1Br)NCc1ccco1,-6%,1%,0.1%,5%,1%,-0.7%,1.6%,2%,9%,Dengue-2 NS5 capping pilot replicate=-6.4
Cc1cc(C(=O)Nc2c(C)cccc2C)n(-c2ccccc2)n1,-4%,-5%,1.7%,-1%,-1%,-0.1%,2.6%,10%,-12%,
CC(=O)c1ccc(NS(=O)(=O)c2cccc(C)c2)cc1,-4%,-3%,-0.9%,-4%,9%,0.5%,-1.4%,-5%,-8%,
COC(=O)C1=CN(Cc2ccc(OC)c(OC)c2)C=C(C(=O)OC)C1c1cccc(F)c1,-6%,1%,/,5%,10%,-1.5%,4.5%,15%,3%,
CCOc1ccccc1CN1CCN(C2CCN(c3ccccc3F)CC2)CC1CCO (centres undefined),-1%,-8%,-0.5%,2%,-9%,-0.5%,-0.2%,7%,11%,
CCOCC(=O)N1CCC(Cc2ccccc2)CC1,-1%,/,0.1%,17%,4%,0.1%,0.1%,/,8%,
O=C(O)CN1C(=O)c2cccc(Oc3ccc(Cl)cc3)c2C1=O,-3%,-7%,0.3%,1%,-3%,-0.7%,0.2%,5%,-6%,
NC(N)=NCC(O)CN(c1ccccc1)c1ccccc1 (centres undefined),-9%,/,/,7%,3%,0.1%,0.4%,/,7%,
COc1ccc(C(=O)N2CCc3cc4c(cc3C2C)OCCCO4)cc1 (centres undefined),-3%,-6%,/,13%,6%,-0.8%,5.4%,-2%,-11%,
Clc1ccc(CN2CCN(c3ncccn3)CC2)cc1Cl,-5%,1%,/,1%,6%,-0.6%,14%,18%,-1%,
Cc1sc(NC(=O)c2ccc(Br)s2)c(C(N)=O)c1C,2%,1%,7.5%,-2%,-2%,-0.7%,0.9%,8%,-5%,
CCCc1nnc(SCC(=O)N2CCOCC2)n1C,-9%,-1%,0.3%,11%,-5%,0.3%,1.7%,3%,-11%,
C=CCNC(=O)COC(=O)COc1ccc(Cl)cc1C,-3%,1%,1.9%,10%,-4%,0.1%,1.2%,11%,4%,
CCOC(=O)c1[nH]c(C)c(/C(O)=C2\C(=O)C(=O)N(CCCn3ccnc3)C2c2ccncc2)c1C (centres undefined),-2%,-5%,-0.3%,-3%,-2%,1.3%,1.9%,0%,-7%,
CC(=O)CC(=O)Nc1ccc(Nc2ccccc2)cc1,6%,-4%,2.2%,34%,15%,-0.4%,3.0%,178µM*,-14%,
CS(=O)(=O)N1CCN(c2ccccc2NC(=O)c2ccc3ccccc3c2)CC1,-2%,1%,2.3%,9%,-8%,-0.1%,3.6%,5%,0%,
CCCc1cc(C(=O)Nc2cnn(Cc3ccc(F)cc3)c2)no1,-5%,2%,/,11%,9%,-0.1%,2.9%,15%,-15%,
CN1CCN(c2ncccc2S(=O)(=O)N2CCCCC2)CC1,-5%,5%,20%,4%,-3%,0.2%,0.4%,4%,-16%,
CCCCn1nnc(NC(=O)COc2cc(C)ccc2C(C)C)n1,-1%,-5%,0.6%,-2%,7%,0.1%,-0.1%,16%,-6%,
Cc1occc1-c1nnc(SCC(=O)O)n1-c1ccccc1,-8%,-10%,/,-5%,-5%,0.5%,-1.2%,6%,-8%,
CCOc1ccc(S(=O)(=O)N2Cc3ccccc3CC2C(=O)O)cc1 (centres undefined),-6%,0%,/,22%,-8%,0.3%,1.4%,3%,2%,
Cc1nc2ccccn2c(=O)c1NC(=O)c1cccs1,/,0%,/,3%,-3%,/,-2.2%,-3%,/,
CCS(=O)(=O)N1CCC(C(=O)NCc2ccccc2OC)CC1,0%,-1%,0.1%,13%,4%,0.1%,0.3%,1%,2%,
CS(=O)(=O)N1CCC(C(=O)Nc2ccc(Cl)c(Cl)c2)CC1,-6%,/,-2.1%,1%,-1%,-0.3%,2.2%,/,21%,
CCOP(=O)(OCC)c1nc(-c2ccc(Br)cc2)oc1N1CCCCC1,-1%,1%,/,9%,-5%,0.3%,5.1%,17%,-8%,
COc1ccccc1NC(=O)C(=O)NNS(=O)(=O)c1ccc2ccccc2c1,-4%,2%,/,21%,1%,0.2%,0.6%,2%,-10%,
CCN(CC)c1nc(Oc2ccc(C(=O)OC)cc2)nc(N2CCOCC2)n1,4%,-2%,0.9%,11%,-1%,-0.2%,-0.5%,4%,-14%,
O=C(c1ccccc1)c1ccccc1C(=O)N1CCOCC1,-9%,-2%,-1.3%,11%,6%,-0.3%,0.9%,-2%,-3%,
O=C(NNC(=O)c1cc(OCC(F)(F)F)ccc1OCC(F)(F)F)c1cccc(C(F)(F)F)c1,-4%,-3%,-0.4%,0%,12%,0.0%,14%,11%,7%,
NCCCC[C@@H]1NC(=O)c2cc([N+](=O)[O-])cc(I)c2SC[C@@H](C(N)=O)NC(=O)[C@H](Cc2ccc(O)cc2)NC1=O,-8%,-6%,-5.2%,16%,5%,0.3%,-1.1%,7%,-1%,
CCCC(C)NC(=O)/C=C/c1cccc([N+](=O)[O-])c1 (centres undefined),4%,-5%,-1.6%,5%,6%,-0.3%,2.3%,6%,7%,
O=C(O)c1ccccc1N=Nc1c(O)[nH]c2ccc([N+](=O)[O-])cc12,-2%,29%,/,5%,4%,0.2%,1.4%,/,-3%,
Cc1noc(C)c1COC(=O)CCc1nc2ccccc2c(=O)[nH]1,-12%,6%,1.1%,2%,13%,0.1%,0.1%,8%,9%,
Cc1ccc(S(=O)(=O)NCCCNC(=O)c2ccccc2)cc1,-10%,-7%,-2.1%,6%,5%,-0.5%,-0.6%,6%,-2%,Dengue-2 NS5 capping pilot replicate=-0.3
O=C(/C=C/c1c(F)cccc1Cl)N1CCOCC1,-3%,-2%,/,-5%,-10%,-0.1%,0.1%,7%,-5%,
CCn1nnnc1SCC(=O)NCc1cccs1,-5%,1%,4.5%,-3%,12%,0.1%,0.9%,10%,19%,
CCOC(=O)C(NCCc1ccccc1)(NC(C)=O)C(F)(F)F (centres undefined),-6%,-4%,1.6%,6%,-30%,-0.3%,1.5%,5%,0%,

# Pulled by structure from the list above, 5 records:
SMILES,LYP inhibition,Dengue-2 NS5 capping,ER stress rescue,Large T inhibition,Salmonella PhoP GFP,West Nile virus CPE,RSV CPE inhibition,MgcRacGAP inhibition,GPR35 antagonists,others
Cc1occc1-c1nnc(SCC(=O)O)n1-c1ccccc1,-8%,-10%,/,-5%,-5%,0.5%,-1.2%,6%,-8%,
CC(=O)c1ccc(NS(=O)(=O)c2cccc(C)c2)cc1,-4%,-3%,-0.9%,-4%,9%,0.5%,-1.4%,-5%,-8%,
C=CCNC(=O)COC(=O)COc1ccc(Cl)cc1C,-3%,1%,1.9%,10%,-4%,0.1%,1.2%,11%,4%,
CCOP(=O)(OCC)c1nc(-c2ccc(Br)cc2)oc1N1CCCCC1,-1%,1%,/,9%,-5%,0.3%,5.1%,17%,-8%,
Cc1sc(NC(=O)c2ccc(Br)s2)c(C(N)=O)c1C,2%,1%,7.5%,-2%,-2%,-0.7%,0.9%,8%,-5%,

# Additional entries
SMILES,LYP inhibition,Dengue-2 NS5 capping,ER stress rescue,Large T inhibition,Salmonella PhoP GFP,West Nile virus CPE,RSV CPE inhibition,MgcRacGAP inhibition,GPR35 antagonists,others
CN(C)c1ccc(CNc2ncn[nH]2)cc1,-8%,-3%,-0.9%,24%,1%,0.5%,3.5%,5%,-3%,
O=C(CSc1ccccc1)N1CCN(c2ccccn2)CC1,-8%,3%,-0.5%,4%,6%,-0.7%,1.6%,10%,-16%,
COC(=O)c1ccc(COC(=O)c2ccc(SC)cc2OC)cc1,2%,-8%,-0.8%,5%,5%,-0.1%,-0.5%,7%,-3%,
O=C(c1ccc([N+](=O)[O-])cc1)N1CCN(Cc2ccccc2[N+](=O)[O-])CC1,0%,-1%,1.2%,1%,5%,-0.3%,4.9%,19%,4%,
COc1ccc(/C(C)=N/Nc2nc3ccccc3nc2C)cc1,-1%,1%,/,9%,-6%,-0.6%,1.4%,3%,6%,
O=c1nc(N2CCOCC2)nc2n1CCO2,-9%,-1%,-2.6%,7%,16%,0.4%,1.8%,5%,-6%,
CCCN(CCC)CCNC(=O)C1c2ccccc2C(=O)N(CCOC)C1c1ccc(F)cc1 (centres undefined),-3%,-4%,3.8%,2%,-6%,-1.0%,1.4%,4%,-1%,
CC(C)C(=O)NC(NCC1CCCO1)C(Cl)(Cl)Cl (centres undefined),-5%,0%,0.0%,3%,1%,-0.1%,2.7%,8%,15%,
COc1cccc(N2CCN(C(=O)c3ccc(N4C(=O)NC5CC4(C)Oc4ccccc45)cc3)CC2)c1 (centres undefined),-5%,7%,-0.9%,-1%,6%,/,0.3%,7%,9%,
O=C(CSc1nnc(-c2ccccc2F)o1)NC1CCCCC1,-10%,-3%,/,-2%,1%,-0.6%,2.0%,-9%,8%,
CCCCCCSc1ccc([C@@H]2[C@H]3C(=O)N(C)C(=O)[C@H]3[C@]3(C(=O)OC)CCCCN23)cc1,/,-19%,/,0%,-5%,/,0.0%,5%,/,
CCCCNC(=O)CCn1ccc2cc(S(=O)(=O)N3CCCC3)ccc21,-6%,-10%,/,14%,-12%,-0.5%,0.3%,9%,9%,
